Compound activity (PubChem)
PglD inh – PglD (C. jejuni) enzyme inhibition; purified PglD enzyme, DTNB colorimetric CoA detection; inhibition, % at 12.5 µM; 0.098% of 360,000 active; in the data active = inhibition above about 16%, passing the limit was not always enough; inconclusive = no clear call, values can overlap the other calls; also: strong numbers were not always called active
RAD54 branch – blocks human RAD54 Holliday junction branch migration; Q92698; 0.14% of 360,000 active; FAM/BHQ fluorescence; inhibition, % at 10.4 µM; AID 602329;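 active = mean normalized replicate activity at least 40 and at least half of replicates scoring 40 or more; inconclusive = only one of the two criteria met; inactive = mean below 40 and under half of replicates reaching 40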;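 also: 0% = median of neutral control wells and 100% = median of positive control wells; inhibitors cause a drop in the FAM fluorescence signal; in these data hits start at about 50%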
ARNT TACC3 PPI – disrupts binding between human ARNT and TACC3; AlphaScreen His-ARNT PAS-B/GST-TACC3 binding, luminescence; TACC3 fragment carries E629A point mutation; inhibition, % at 9.99 µM; 0.66% of 390,000 active;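 active = mean inhibition of replicates at least 50% and at least half of replicates each reaching 50%; inconclusive = half or more replicates reach 50% but mean below 50%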;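 also: 0% = complete ARNT plus TACC3 wells and 100% = ARNT alone without TACC3; many hits fall short of the cut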
E-selectin induc – induces E-selectin expression in human endothelial cells; P16581; HUVEC E-selectin immunofluorescence imaging; normalized: neutral wells 0, TNF-alpha wells 100; activation, % at 7.58 µM; 0.37% of 260,000 active; AID 686992;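 active = mean E-selectin-positive cell signal at least 10% of the positive control, reached in at least 60% of replicates, without over 20% cell loss; inconclusive = no rule given, readout overlaps actives, possibly toxicity-flagged; inactive = the rest, including those meeting only one limit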;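 also: in these data hits start at about 27%; measured in HUVEC primary endothelial cells; signal is the percent of cells scored E-selectin positive by PE staining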
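material = human umbilical vein endothelial cells (HUVEC), E-selectin induction | quantity = 3,000 cells/well | medium = EGM-2 growth medium on 0.1% gelatin-coated wells | technique = immunofluorescence imaging | read-out basis = % PE-positive cells | control set = TNF-alpha positive control, DMSO neutral control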
ERp5 block – ERp5 (human) disulfide isomerase inhibition. AID 651711. ERp5 insulin aggregation, absorbance 650 nm, 90 min. 0.05% of 350,000 active. inhibition, % at 9.99 µM;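 active = mean replicate inhibition above about 25%, with every replicate also reaching it, limit read from the data, passing the limit was not always enough; inconclusive = only one of those two criteria met; inactive = neither criterion met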
CASP6 VEID inh – inhibitors of human caspase-6; purified caspase-6, Z-VEID-R110 cleavage fluorescence; 0.53% of 350,000 active; inhibition, % at 12.5 µM; AID 686996; P55212;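 active = mean inhibition across replicates at least about 35%, with every replicate also reaching that limit, limit read from the data; inconclusive = only one of the two criteria met; inactive = neither criterion met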;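 also: 0% = median of neutral control wells and 100% = no fluorescence left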
Target sequence (P55212 24-179 limits assumed): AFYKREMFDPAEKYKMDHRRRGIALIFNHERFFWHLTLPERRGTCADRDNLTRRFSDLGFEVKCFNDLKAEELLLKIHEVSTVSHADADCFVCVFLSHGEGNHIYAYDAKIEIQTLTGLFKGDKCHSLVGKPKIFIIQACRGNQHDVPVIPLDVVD
Target sequence (P55212 194-293 limits assumed): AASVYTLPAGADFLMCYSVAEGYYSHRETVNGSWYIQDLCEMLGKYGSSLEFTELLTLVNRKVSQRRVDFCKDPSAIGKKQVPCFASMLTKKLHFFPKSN
RAD52 anneal inh – RAD52 (human) annealing inhibition | P43351 | recombinant RAD52 DNA annealing, FRET fluorescence | inhibition, % at 18.7 µM | 0.46% of 360,000 active | AID 651710;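 active = every replicate showing at least 50% inhibition; inconclusive = mean inhibition at least 50% but not in every replicate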
Target sequence (P43351 whole entry, looked up): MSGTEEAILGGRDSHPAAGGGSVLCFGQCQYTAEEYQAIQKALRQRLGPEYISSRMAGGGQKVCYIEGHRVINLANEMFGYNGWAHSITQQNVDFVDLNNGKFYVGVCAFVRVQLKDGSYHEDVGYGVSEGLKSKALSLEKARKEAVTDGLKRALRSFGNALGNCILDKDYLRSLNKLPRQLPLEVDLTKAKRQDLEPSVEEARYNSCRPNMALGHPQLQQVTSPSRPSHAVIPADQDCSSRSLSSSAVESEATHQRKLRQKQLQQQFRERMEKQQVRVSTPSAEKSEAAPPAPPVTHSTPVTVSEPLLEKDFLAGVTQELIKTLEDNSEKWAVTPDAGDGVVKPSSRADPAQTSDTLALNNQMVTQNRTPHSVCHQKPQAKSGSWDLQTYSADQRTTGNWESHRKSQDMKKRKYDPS
esBAF inh – blocks esBAF chromatin remodeling in mouse ES cells. Bmi1-luciferase knock-in reporter, 24 h; 100% = twice the neutral-well signal. reporter increase, % at 12.5 µM. 2% of 350,000 active; in the data active = activation above about 40%; inconclusive = no clear call, values can overlap the other calls;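 also: 0% = median of the plate's neutral control wells and 100% = double that signal; a rise in the Bmi1 reporter signal indicates esBAF inhibition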
* marks the source's active call; other numbers are inactive results; u = inconclusive; x = not tested or not shown; & = joins results of further samples.

molecule,PglD inh,RAD54 branch,ARNT TACC3 PPI,E-selectin induc,ERp5 block,CASP6 VEID inh,RAD52 anneal inh,esBAF inh
COCC(=O)N(C)C[C@@H]1Oc2cc(Br)ccc2S(=O)(=O)N([C@H](C)CO)C[C@H]1C,3.0,9.2,-5.2,0.2,2.0&-1.8,2.1&5.7,-1.9&7.4,0.0&2.4
O=c1[nH]c(=S)[nH]c2scc(-c3ccc(Br)cc3)c12,3.2,-33.2,-0.5,0.4,-0.6,2.9,-6.8,2.9
CC(C)CSc1nc(N)nc2c1ncn2C1OC(CO)C(O)C1O (centres undefined),-1.2,-7.3,-0.4,-0.1,3.7,-2.7,-12.7,3.0
CCOC(=O)N1CCN(C(=O)c2ccc(-n3c(=S)[nH]c4ccccc4c3=O)cc2)CC1,4.3,-2.4,-4.0,x,x,x,x,-1.2
C[C@@H]1CCCCO[C@@H](CN(C)S(=O)(=O)c2cn(C)cn2)[C@H](C)CN([C@@H](C)CO)C(=O)c2cc(N(C)C)ccc2O1,1.9,-11.1,9.3,2.7,-5.3,0.0,-152.2,-2.5
COC(=O)C[C@@H]1C[C@@H]2c3cc(NC(=O)Nc4ccc(C(F)(F)F)cc4)ccc3O[C@@H]2[C@H](CO)O1,4.8,-6.2,2.4,0.1,-0.9,-3.1,0.9,-8.1
Cc1ccc(C(=O)O)cc1NC(=S)NC(=O)C(c1ccccc1)c1ccccc1,3.6,8.9,-1.8,x,x,x,x,-8.9
Cc1nn(Cc2ccccc2)c2c1C(c1ccccc1)C(C#N)=C(N)O2 (centres undefined),3.4,3.9,-17.5,x,x,x,x,-1.8

The results go on:
molecule,PglD inh,RAD54 branch,ARNT TACC3 PPI,E-selectin induc,ERp5 block,CASP6 VEID inh,RAD52 anneal inh,esBAF inh
Cc1ccc(-c2nc3ccccn3c2NCc2ccc3c(c2)OCO3)cc1,2.3,-5.4,13.1,x,x,x,x,43.7*
COC(=O)c1cccc(C23CC4(C2)[C@H](CN(Cc2ccc(C(F)(F)F)cc2)[C@@H]4c2ccccc2)C3c2ccc(Cl)nc2)c1 (some centres undefined),0.6,1.2,22.2,-0.2,5.6,-3.3,-30.8,1.0
O=S(=O)(Cc1ccccc1)N1CCCCN2[C@H](C1)[C@@H](c1ccc(-c3ccccc3)cc1)[C@@H]2CO,8.6,-5.1,-20.1,-0.7,-4.8,-1.3,-71.0,x
COc1cc(-c2cc(C(=O)O)c3c(OC)c(OC)c(OC)cc3n2)ccc1O,-1.7,-7.9,-2.9,x,x,x,x,-1.8
O=C1OC[C@@H]2CCCN2C(=O)[C@@H](CC(=O)N(CCO)Cc2ccccc2)C/C=C\C[C@@H]1Cc1ccc(F)cc1,2.5,6.8,-0.3,0.1,-11.3,1.7,-3.1,11.0
CCCC#Cc1cnc2c(c1)C(=O)N([C@@H](C)CO)C[C@H](C)[C@@H](CN(C)C(=O)c1cccc(F)c1)O2,4.4,-0.9,-3.3,-0.2,-7.9,0.5,3.2,0.6
Cn1cnnc1SCCn1c(N2CCCCC2)nc2c1c(=O)[nH]c(=O)n2C,3.0,-21.2,-4.2,x,x,x,x,-5.3
O=C(CC1C(=O)NCCN1Cc1ccc(-c2ccccc2)cc1)NCC1CCOCC1 (centres undefined),x,x,4.3,x,-2.7,-9.7,-53.3,4.6

Next compounds follow.
molecule,PglD inh,RAD54 branch,ARNT TACC3 PPI,E-selectin induc,ERp5 block,CASP6 VEID inh,RAD52 anneal inh,esBAF inh
O=C(O)c1cc(-c2ccccc2)nn1CC1CC(c2cccc([N+](=O)[O-])c2)=NO1 (centres undefined),x,x,x,1.5,0.8,-0.1,-15.9,x
Cc1ccc(S(=O)(=O)N(C)C[C@H]2Oc3ccc(NC(=O)Nc4cccc5ccccc45)cc3CC(=O)N([C@@H](C)CO)C[C@@H]2C)cc1,1.7,-5.2,14.5,1.2,0.0,-2.0,20.9,3.9
Cc1ccc(C)c(Cn2nnc3c(=O)[nH]c(C4CCCN(C(=O)c5ccco5)C4)nc32)c1 (centres undefined),-3.6,-9.3,-21.2,x,1.3,4.8,-12.1,-2.7
CCn1c(SCc2ccc(Cl)cc2Cl)nc2nc3c(cc2c1=O)CCCC3,-1.2,-12.9,-2.1,x,x,x,x,-10.2
Nn1c(COc2cccc(Br)c2)nnc1SCC(=O)N1CCc2ccccc2C1,-9.4,-0.1,-8.6,x,x,x,x,1.6
CC1(C)C2CCC1(C)C(SC(=N)N)C2 (centres undefined),x,x,-3.4,1.5,11.1,-1.0,-6.2,x
COc1ccccc1NC(=O)N(C)C[C@H]1Oc2ncc(Br)cc2C(=O)N([C@H](C)CO)C[C@@H]1C,-0.8,4.3,2.1,-0.2,-1.0,-4.1,1.0,4.8
O=[N+]([O-])c1nn(-c2ccc(Cl)cc2)n(O)c1=NCc1ccccc1Cl,x,x,9.1,x,-4.0,3.2,-12.8,35.5

New compounds follow:
molecule,PglD inh,RAD54 branch,ARNT TACC3 PPI,E-selectin induc,ERp5 block,CASP6 VEID inh,RAD52 anneal inh,esBAF inh
Cc1cccc(OCC(=O)Nc2ccc3c(c2)nc(CCN2CCN(C)CC2)n3C)c1,-0.1,5.2,-2.0,x,x,x,x,-2.1
O=C(CSc1nnc(NC(=O)C2CC(=O)N(c3ccccc3)C2)s1)NCc1ccco1 (centres undefined),-0.7,-7.3,0.9,x,4.4,7.5,-31.3,1.6
CCC(C)C(NS(=O)(=O)c1ccc(C)cc1)C(=O)N1CCOCCOCCOCC1 (centres undefined),-0.3,-4.5,-3.5,x,6.9,2.7,-8.1,-3.7
C[C@@H]1CN([C@H](C)CO)C(=O)c2cccc(NS(=O)(=O)c3cn(C)cn3)c2O[C@H]1CN(C)Cc1ccc(Oc2ccccc2)cc1,-34.7,12.0,-2.2,-0.1,-4.6,-1.2,3.5,-3.8
Cc1ccc(S(=O)(=O)Nc2ccccc2F)cc1C(=O)NNC(=O)c1ccccc1O,-4.3,-0.3,-4.7,0.2,-4.3,6.9,-20.6,u
O=c1c2c(-c3ccccc3)ccnc2[nH]n1-c1ccccc1,0.9,2.6,11.2,0.6,2.7,-1.1,-15.6,u
O=C(NC(c1ccc2c(c1)OCO2)c1ccccn1)C1CCN(CCOc2ccc(Cl)cc2Cl)CC1 (centres undefined),-6.5,4.1,x,0.0,2.6,-1.9,-17.1,-2.0
CCOc1ccc(S(=O)(=O)NCCC(=O)N2CCN(c3ccc(OC)cc3)CC2)cc1,x,x,-4.9,x,-0.7,1.5,0.0,x

Continuation.
molecule,PglD inh,RAD54 branch,ARNT TACC3 PPI,E-selectin induc,ERp5 block,CASP6 VEID inh,RAD52 anneal inh,esBAF inh
CCC(=O)NC[C@@H]1[C@@H](c2ccc(-c3cccc(F)c3)cc2)[C@H](CO)N1C(=O)CC,2.3,-2.4,5.1,0.4,-0.6,x,-19.0,-7.0
O=c1[nH]c(=S)[nH]c2sccc12,x,x,2.4,-2.0,5.5,-4.9,-16.1,x
Cc1cccc(N2N=C(C(=O)Nc3ccc(Cl)c(S(=O)(=O)N4CCOCC4)c3)CCC2=O)c1,-3.1,-2.0,14.0,-0.3,4.0,0.2,-30.8,-3.8
CN(Cc1cccc(Cl)c1Cl)C(=O)c1ccc(NC(=O)CC#N)cc1,x,x,-2.2,0.6,-4.4,4.0,-62.3,x
Fc1ccc(Oc2nc(-c3ccccc3)nnc2C(F)(F)F)cc1,10.9,-5.5,13.3,x,x,x,x,4.5
COc1ccc(C(=O)Nc2ccc3c(c2)C(=O)N(C)C[C@H](OC)[C@@H](C)CN[C@@H](C)CO3)cc1,1.1,-2.1,-10.1,0.0,-1.4,0.8,-4.9,0.0
COCC(=O)N(C)C[C@@H]1Oc2cc(C3=CCCC3)ccc2S(=O)(=O)N([C@H](C)CO)C[C@@H]1C,-2.1,0.9,-1.6,-0.2,-1.6,x,1.3,-3.9
O=C(O)C[C@@H]1C=C[C@@H](NC(=O)CCN2CCCCC2)[C@H](CO)O1,x,x,x,-0.5,0.4,-4.5,14.7,x

(cont.)
molecule,PglD inh,RAD54 branch,ARNT TACC3 PPI,E-selectin induc,ERp5 block,CASP6 VEID inh,RAD52 anneal inh,esBAF inh
COCCn1c(Cc2ccccc2)nnc1SCc1ccc([N+](=O)[O-])cc1,x,x,-4.5,0.4,-8.9,1.4,-2.3,x
C1=Cc2ccccc2Nc2ccccc21,x,x,3.0,6.1,0.7,-1.4,-7.4,-1.5
CCCC(=O)Nc1ccc2c(c1)C(=O)N(C)[C@H]1CC[C@H](CC(=O)Nc3ccccc3F)O[C@@H]1CO2,-2.9,-8.4,-6.1,0.0,x,x,x,-2.5
CN(Cc1c(C(=O)N(C)Cc2ccccc2)nc2ccccn12)CC1Cc2ccccc2O1 (centres undefined),-4.9,1.2,-13.0,0.3,1.4,-2.4,-12.9,7.4
C[C@@H]1CN([C@H](C)CO)C(=O)Cc2cc(NC(=O)Cn3cnnn3)ccc2O[C@H]1CN(C)Cc1ccc2c(c1)OCO2,0.9,-1.2,-12.7,x,-4.7,-0.8,7.9,0.1
COc1cccc(-n2c(C)nc3c(cnn3-c3ccc(C)cc3)c2=O)c1,2.7,-7.8,4.9,x,x,x,x,32.8
C[C@@H]1CCCCO[C@H](CN(C)CC2CCCCC2)[C@@H](C)CN([C@H](C)CO)C(=O)c2cc(NS(=O)(=O)c3cn(C)cn3)ccc2O1,-1.4,-4.8,-0.1,1.5,1.3,-3.0,12.4,1.1
CCn1c(=O)cc(OCC(=O)NCc2cccnc2)c2ccccc21,3.1,-3.6,-4.0,x,x,x,x,0.6

(next part)
molecule,PglD inh,RAD54 branch,ARNT TACC3 PPI,E-selectin induc,ERp5 block,CASP6 VEID inh,RAD52 anneal inh,esBAF inh
O=C(Nc1cc(F)ccc1F)N1CC(=O)N2[C@@H](CO)[C@@H](c3ccc(C#CC4CCCCC4)cc3)[C@@H]2C1,x,x,x,-0.7,3.6,1.6,-5.5,x
COc1ccc(CCN2C(=O)C(C)=C(C)C2=O)cc1OC,1.8,-7.0,-2.0,0.0,4.5,-0.8,-11.7,38.4
COc1ccc(S(=O)(=O)N[C@@H]2CC[C@H](CC(=O)NCCc3ccccc3)O[C@@H]2CO)cc1,-2.2,2.7,-4.5,-0.2,-2.4,-1.1,3.4,-7.5
COc1ccc(NC(C)=O)cc1NC(=O)C1CCCN1C(=O)c1cccs1 (centres undefined),x,x,-2.2,x,6.6,-1.1,-7.2,x
C[C@H](CO)N1C[C@H](C)[C@@H](CN(C)C(=O)NC2CCCCC2)Oc2ccc(NC(=O)Nc3ccccc3)cc2C1=O,3.4&3.1,-0.3&4.0,-2.9,-4.6&0.0,-3.4&-7.8,2.4&-3.3,0.2&-2.2,-5.1&-2.2
CCOc1ccc(N(C)S(=O)(=O)c2csc(C(N)=O)c2)cc1,0.0,-11.0,-12.6,x,1.5,2.5,6.9,-3.7

Profiles as entered above.
Listed for O=C(Nc1cc(F)ccc1F)N1CC(=O)N2[C@@H](CO)[C@@H](c3ccc(C#CC4CCCCC4)cc3)[C@@H]2C1 = PglD inh = x; RAD54 branch = x; ARNT TACC3 PPI = x; E-selectin induc = -0.7; ERp5 block = 3.6; CASP6 VEID inh = 1.6; RAD52 anneal inh = -5.5; esBAF inh = x
Listed for COc1ccc(S(=O)(=O)N[C@@H]2CC[C@H](CC(=O)NCCc3ccccc3)O[C@@H]2CO)cc1 = PglD inh = -2.2; RAD54 branch = 2.7; ARNT TACC3 PPI = -4.5; E-selectin induc = -0.2; ERp5 block = -2.4; CASP6 VEID inh = -1.1; RAD52 anneal inh = 3.4; esBAF inh = -7.5
